Bioassay records: PubChem, several laboratories
GSK3beta inhib: human GSK3beta kinase inhibitors, primary screen, biochemical, cell-free homogeneous, HTS | Glycogen synthase kinase-3 beta (Homo sapiens), P49841 | actives 0.038% (n = 300,000) | AID 2097, 2009 | GST-GSK3beta kinase, ADP-Glo luminescence, 60 min; hits give low values | activity score (negative = inhibition), % at 10 µM;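 active = more than half of replicate wells score below -50%, meaning over 50% inhibition versus plate controls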;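 also: 0% = median DMSO wells and -100% = median GW8510 positive control wells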
Target sequence (P49841 whole entry, looked up): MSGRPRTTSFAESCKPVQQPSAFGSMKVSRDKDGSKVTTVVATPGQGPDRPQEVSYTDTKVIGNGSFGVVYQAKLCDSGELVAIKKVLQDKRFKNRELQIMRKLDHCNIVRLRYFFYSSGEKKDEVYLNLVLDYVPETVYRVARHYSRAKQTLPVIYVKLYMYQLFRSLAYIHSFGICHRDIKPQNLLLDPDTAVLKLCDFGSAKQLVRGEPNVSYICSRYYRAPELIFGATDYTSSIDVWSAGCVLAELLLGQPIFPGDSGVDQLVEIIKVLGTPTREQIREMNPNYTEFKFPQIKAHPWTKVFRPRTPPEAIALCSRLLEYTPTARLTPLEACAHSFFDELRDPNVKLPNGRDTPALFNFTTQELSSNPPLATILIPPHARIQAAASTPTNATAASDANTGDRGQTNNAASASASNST
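Test system: GST-tagged human GSK3beta kinase, cell-free; evaluation: activity score scaled between in-plate DMSO and GW8510 controls; measured by: ADP-Glo luminescence; incubation: 60 min reaction, RT; benchmarks: DMSO and 20 µM GW8510; reagent: peptide substrate plus 25 µM ATP (final); medium: Tris/MgCl2 kinase buffer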
HSF1 inhib: HSF1 inhibitors in luciferase reporter cells, primary screen, cell-based, NIH3T3, luminescence; NIH3T3-HGL HSE-luciferase, MG132-induced, luminescence 8 h; hits give low values; activity change, negative = inhibition, % at 7.5 µM (by protocol); actives 0.77% (n = 300,000);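 active = more than half of replicate wells show activity change below -50%, luminescence cut by over half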;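 also: luciferase reports HSF-1 transcriptional activity via heat shock element; 0% = median of DMSO wells and -100% = zero luminescence signal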
KLF5 inhibitor: KLF5 expression inhibitors, primary screen, DLD-1 cells, luminescence | DLD-1 KLF5 promoter-luciferase reporter | inhibition, % at 5 µM | actives 0.23% (n = 290,000) | AID 1700, 2009;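 active = inhibition above a per-plate limit of that plate's mean compound inhibition plus 3 SD, cut at about 60% in these data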;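 also: 0% = DMSO wells and 100% = LY294002 at 200 µM; higher means less KLF5 promoter-driven luciferase light; inactives centre near -14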
GSK3A inh: blockers of GSK3A enzyme activity – biochemical, luminescence, cell-free homogeneous, HTS, primary screen | GSK-3 alpha kinase, ADP-Glo luminescence, 60 min | inhibition, % at 10 µM | actives 0.1% (n = 320,000) | AID 2650, 2010;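 in the data active = inhibition above about 50%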;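 also: GST-tagged GSK-3 alpha with peptide substrate and 25 µM ATP; 0% = DMSO neutral wells and 100% = GW8510 positive control wells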
Target sequence (P49840 whole entry, looked up): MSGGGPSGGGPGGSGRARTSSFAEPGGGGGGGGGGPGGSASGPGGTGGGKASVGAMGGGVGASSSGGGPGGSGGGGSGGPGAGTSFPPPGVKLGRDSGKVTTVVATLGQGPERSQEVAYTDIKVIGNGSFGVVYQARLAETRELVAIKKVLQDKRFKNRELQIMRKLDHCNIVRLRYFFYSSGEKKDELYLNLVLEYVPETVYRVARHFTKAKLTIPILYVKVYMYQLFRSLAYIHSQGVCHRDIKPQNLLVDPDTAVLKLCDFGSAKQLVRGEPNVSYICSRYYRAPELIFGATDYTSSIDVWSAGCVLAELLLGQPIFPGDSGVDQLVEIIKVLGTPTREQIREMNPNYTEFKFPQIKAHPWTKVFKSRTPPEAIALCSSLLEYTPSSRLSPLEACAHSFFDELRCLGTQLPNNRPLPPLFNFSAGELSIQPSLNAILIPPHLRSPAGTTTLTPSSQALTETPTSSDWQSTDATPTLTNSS
aSyn UTR inh: MLPCN primary screen, SNCA 5' untranslated region. AID 1813, 2009. alpha-synuclein 5'UTR reporter, inhibitor activity. actives 0.82% (n = 300,000). inhibition, % (tested at 7.5 µM); in the data active = inhibition above about 60%;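 also: H4 neuroglioblastoma cells stably carrying SNCA 5'UTR luciferase fusion; 0% = DMSO wells and 100% = positive control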
HSF-1 act: HSF-1 activators, primary screen, NIH3T3-HGL cells, MG132 stress, luminescence, single point; NIH3T3-HGL HSF-1 luciferase reporter, 8 h; 100% = twice DMSO control signal; activation, % at 9 µM; actives 1.7% (n = 300,000); AID 504408, 2011;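 active = mean replicate activation of at least 50% with a set share of replicates each reaching 50%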;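 also: 0% = median of the neutral control wells and 100% = twice that signal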
DYRK1A inh: rat Dyrk1A kinase inhibitors, primary screen, biochemical, single point, plate reader; Dual specificity tyrosine-phosphorylation-regulated kinase 1A (Rattus norvegicus), Q63470; ADP-Glo luminescence, NFATc1 peptide; inhibition, % at 12.5 µM; actives 0.43% (n = 310,000); AID 504441, 2011; in the data active = inhibition above about 50%;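 also: plate controls were vehicle with enzyme for no effect and no enzyme for full effect; many of its hits are not listed in these tables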
HSP90 inh: HSP90 inhibitors, primary screen, cell lysate, luminescence; Heat shock protein HSP 90 (rabbit reticulocyte lysate; luciferase refolding); Rabbit reticulocyte lysate, luciferase refolding luminescence, 3 h; inhibition, % at 5.6 µM; actives 0.91% (n = 290,000); AID 1789, 2009;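 active = inhibition above the screen-wide mean plus 3 SD, computed separately per campaign, cut at about 16% in these data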;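 also: 0% = DMSO wells and 100% = 60 µM geldanamycin wells; inhibitors lower the luminescence because luciferase stays unfolded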
IEC-6 cytotox: cytotoxicity in IEC-6 intestinal epithelial cells, primary screen, cytotoxicity control for KLF5 inhibitor project, cell-based, luminescence; IEC-6 cytotoxicity, luminescence viability; inhibition, % at 5 µM; actives 0.78% (n = 290,000); in the data active = inhibition above about 22%;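 also: 0% = plate median of test compound wells and 100% = cytotoxic reference compound wells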
Platelet DG rel: inhibitors of platelet dense granule secretion, primary screen, cell-based, MLPCN, human platelets; human platelet-rich plasma, SFLLRN dense granule ATP release, luminescence; inhibition, %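 (compounds screened at 7.5 µM in platelet-rich plasma)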; actives 0.22% (n = 300,000);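 active = mean replicate score, as percent of positive control, at or above 50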
Active calls of the source: *; x = no result given. Not all compounds are listed. The share of hits here may be higher or lower than overall.

SMILES	GSK3beta inhib	HSF1 inhib	KLF5 inhibitor	GSK3A inh	aSyn UTR inh	HSF-1 act	DYRK1A inh	HSP90 inh	IEC-6 cytotox	Platelet DG rel
CCOC(=O)C1CN(S(=O)(=O)c2ccccc2)CCN1S(=O)(=O)c1ccccc1 (stereo not drawn)	-3	5	-25	0	7	14	-3	4	-7	-9
Brc1ccc(-c2csc(NNC3=NCCCCC3)n2)cc1	0	-5	-23	0	-10	-9	1	-2	-4	8
O=C(NC(=S)NCC1CCCO1)c1ccccc1 (stereo not drawn)	-5	-7	-14	2	-26	2	0	1	2	3
Cc1cc(C(=O)N(C)CC2CCCN(CCc3ccc(F)cc3)C2)c(C)o1 (stereo not drawn)	5	1	-9	-1	6	-13	-3	3	3	0
CCCN1CCC(N2CCN(c3cccc(C(F)(F)F)c3)CC2)CC1	1	6	-29	3	9	3	-8	0	-10	2
CC1=NOC2(C1)/C(=N/O)CCC/C2=N\O (stereo not drawn)	0	-3	-26	-1	8	-8	-10	1	4	14
COc1ccc(S(=O)(=O)N[C@@H](C)C(=O)OCC(=O)Nc2cc3oc4ccccc4c3cc2OC)cc1	0	-41	-35	-1	-129	-53	1	2	6	3
CCCCNc1cc(=O)n(C)c(=O)[nH]1	-2	-3	-26	-1	4	-7	10	-2	0	2
Cc1cc(C(=O)N2CCN(c3ncccn3)CC2)c(C)o1	0	7	-16	-1	32	20	-3	-1	-4	2
O=C(CN(Cc1ccc(Cl)cc1)C(=O)CN1C(=O)COc2ccccc21)NC1CCCC1	1	-1	-7	-6	9	-4	-8	1	-3	-2
COc1ccccc1N(CC(=O)NCC1CCCO1)C(=O)CCC(=O)Nc1nccs1 (stereo not drawn)	1	-5	22	-18	-5	-8	-6	1	-2	-5
COc1cc(NC(=S)N2CCN(c3ccccn3)CC2)cc(OC)c1OC	1	8	-2	-2	7	19	-1	3	-9	6
O=c1[nH][nH]c(C(F)(F)F)c1C=Nc1ccc(Cl)cc1	0	-1	-2	0	-71	-8	3	2	8	-5
O=C(CN1CCN(S(=O)(=O)c2ccccc2)CC1)Nc1ccc(N2CCOCC2)cc1	2	-13	-12	-3	9	-2	-6	-6	1	-10
Cc1ccc(-n2nc(C)c(NC(=O)CCl)c2C)cc1C	1	16	10	-1	-220	25	2	-2	2	15
COc1cc(/C=C(/NC(=O)c2ccccc2)C(=O)N2CCN(C)CC2)c([N+](=O)[O-])cc1OC	0	-4	-4	-1	3	0	-6	0	-8	-2
N#CC1=C(N)Oc2n[nH]c(-c3ccncc3)c2C1c1ccsc1 (stereo not drawn)	-3	4	7	4	-6	-1	16	17*	5	1
COc1ccccc1NC(=O)Nc1ccnn1C1CCCCC1	2	-3	-1	-1	6	6	-4	-1	2	34
CC1=C(C)CS(=O)N(c2ccc(S(N)(=O)=O)cc2)C1 (stereo not drawn)	4	2	-1	-2	12	-1	-8	5	4	14
CSCC[C@H](NC(=O)OCc1ccccc1)C(=O)O	4	-6	-15	-2	-9	-5	-3	3	1	1
CC(NC(=O)c1ccc(OC2CCN(C(=O)c3cccnc3)CC2)cc1)C1CC1 (stereo not drawn)	-1	9	-20	-2	5	1	4	4	0	-1
COc1cccc(C(=O)COC(=O)c2n[nH]c(=O)c3ccccc23)c1	0	-5	13	3	8	13	-4	-3	-8	-2
Cc1nc(Cl)nc(N(C)c2ccccc2)c1[N+](=O)[O-]	1	1	-36	-3	-16	-7	-2	0	-3	-2
O=C(Cc1ccccc1)N1CCN(S(=O)(=O)c2cccc([N+](=O)[O-])c2)CC1	0	4	-7	1	1	6	2	-3	-6	-7
CC(=O)N/C(=C\c1ccc(F)cc1)C(=O)OCc1ccccc1	3	-12	2	-1	-20	-19	0	-4	-11	-4
Next part
SMILES	GSK3beta inhib	HSF1 inhib	KLF5 inhibitor	GSK3A inh	aSyn UTR inh	HSF-1 act	DYRK1A inh	HSP90 inh	IEC-6 cytotox	Platelet DG rel
O=C(Nc1cccnc1)c1c(F)c(F)c(F)c(F)c1F	-3	-5	-30	x	-57	2	2	-1	6	-7
COc1ccc(CCNC(=O)C2CC(=O)N(C3CCCC3)C2)cc1OC (stereo not drawn)	-4	x	-28	5	-10	x	-5	1	0	3
O=C(CCn1nc(-c2ccccc2)ccc1=O)N1CCN(c2ccccn2)CC1	2	-5	10	1	-13	-2	0	0	1	-6
CCN=C(NCC)SC1CC(=O)N(c2ccc(OCC)cc2)C1=O (stereo not drawn)	-2	-2	-18	-2	-4	6	8	0	5	3
CCOc1ccc(Br)cc1S(=O)(=O)NC(=O)c1ccccc1	-1	0	15	-3	0	-8	-1	2	-4	-10
C/C(=N/N=C(\C)c1ccccc1O)c1ccccc1O	1	17	-122	-1	-115	39	-3	-2	3	6
CCOc1ccccc1CNCCNCC(C)O (stereo not drawn)	2	-5	-12	0	12	3	2	1	-1	-2
CCN(CC)S(=O)(=O)c1cc(C(=O)OCC(=O)c2ccc3c(c2)NC(=O)CO3)ccc1F	2	-3	25	-1	4	-2	-2	2	-1	1
Cc1ccccc1CNc1ncnc2cc(Cl)ccc12	1	2	-3	-2	-2	34	-2	2	9	-1
CCSc1nnc(NC(=O)NC2CCCCC2)s1	1	4	-88	-2	-64	13	2	0	0	-1
CNC(=O)COc1ccc(Nc2nnc(-c3ccc(C)c(S(N)(=O)=O)c3)c3ccccc23)cc1	-3	1	-35	-2	-6	11	3	2	-4	-15
C[C@H](NC(=O)C1CCN(S(=O)(=O)c2ccccc2)CC1)C(=O)NCc1ccccc1	-7	-3	-4	6	7	9	-3	1	-4	-7
O=C(N/N=C/c1ccccn1)NC12CC3CC(CC(C3)C1)C2	-1	7	-129	2	-105	7	-6	-1	-4	3
O=C(Cc1c(C(=O)O)[nH]c2ccccc12)NCCN1CCN(c2ccccc2F)CC1	2	-2	-6	-1	-15	-4	6	-1	1	-1
Cc1ccc(OC(C)C(=O)Nc2cc(C)on2)cc1 (stereo not drawn)	-8	0	2	-2	-8	8	3	0	5	1
CCCN[C@@H]1C(=O)N2C(C(=O)OCCC)=C(C)CS[C@H]12	-1	-2	-20	-3	1	-2	-3	0	-15	-1
Cc1cc(=O)n2nc(-c3ccc(C(F)(F)F)cc3)sc2n1	-1	-70*	-76	1	-149	-76	2	-1	-4	-6
O=C1CS/C(=N/N=C/c2cccs2)N1	1	2	-15	-1	-8	4	-3	1	1	1
COCc1cc(/C=N\NC(=O)Cc2ccc(Cl)cc2)ccc1OC	1	-5	-18	-1	5	-14	2	-8	3	-6
COC(=O)c1ccc(Cl)c(NC(=O)CN(c2ccc(OC)cc2)S(=O)(=O)c2ccccc2)c1	-5	11	16	-2	31	46	-1	5	4	-1
O=C(NNc1cc(C(F)(F)F)nc2ccccc12)Nc1cccc(Cl)c1	0	17	-17	-3	28	43	-6	3	6	6
CN(C)c1ccc(N2C(=NC(=O)COc3ccccc3)SC3CS(=O)(=O)CC32)cc1 (stereo not drawn)	5	-8	-34	-7	-21	-29	0	-3	-1	-8
Cc1ccc(C(=O)CN(C(=O)c2ccc(Cl)c(Cl)c2)N2C(=O)C3CCCCC3C2=O)cc1C (stereo not drawn)	6	-4	-8	-2	6	5	-3	3	-1	-2
O=S(=O)(Cc1ccccc1)NCc1ccccn1	-2	x	-5	-4	x	x	-7	-3	-2	9
Cn1c(CNC(=O)c2ccco2)nnc1SCC(=O)c1ccccc1	1	-8	10	-4	-8	1	-11	5	-5	-1
Following part.
SMILES	GSK3beta inhib	HSF1 inhib	KLF5 inhibitor	GSK3A inh	aSyn UTR inh	HSF-1 act	DYRK1A inh	HSP90 inh	IEC-6 cytotox	Platelet DG rel
O=C(O)C1C2CCC(O2)C1C(=O)Nc1cccc(Cl)c1 (stereo not drawn)	3	-5	-9	-3	8	-2	17	-1	7	4
CC1CN(C(=O)c2ccc(COc3ccc(C(C)C)cc3)o2)CC(C)O1 (stereo not drawn)	4	31	-109	-3	-110	60*	-2	16	4	2
CS(=O)(=O)c1nc(-c2ccc(Br)cc2)n[nH]1	-22	3	-21	2	1	1	10	1	-2	-1
Nc1cc(=O)[nH]c(SCC(=O)N2N=C(c3ccc(Cl)cc3)CC2c2ccco2)n1 (stereo not drawn)	4	9	-2	0	22	12	-7	-1	3	4
OCCC1CN(Cc2nc(-c3ccccc3)cs2)CCN1Cc1ccc(F)cc1 (stereo not drawn)	2	7	-20	-3	7	28	3	-2	-8	-2
CCOc1ccc(N2C(=O)c3ccc(C(=O)OCc4c(C)noc4C)cc3C2=O)cc1	-1	1	-8	-4	19	8	3	1	0	3
CCc1ccc(-c2nc(CS(=O)CC(=O)NCCc3ccccc3)c(C)o2)cc1 (stereo not drawn)	-2	4	-90	1	-21	23	8	-1	-9	3
Cc1ccc(S(=O)(=O)N2CCOCC2)cc1C(=O)Nc1ccccc1F	1	-12	-41	2	5	-21	4	-5	-8	7
CCOc1ccc(-n2c(=O)c3c4c(sc3n(CC(=O)NCCCOC)c2=O)CCCCC4)cc1	-1	-8	-9	0	15	-9	2	-4	1	-5
CCOC(=O)c1cc(-c2ccc(OC)cc2OC)nn1-c1ccc(C(=O)O)cc1	2	-6	-16	-4	-20	3	1	-1	3	-6
COc1ccc(S(=O)(=O)Nc2ccccc2)cc1OC	0	-2	7	2	9	1	-2	3	-4	-1
Cn1nccc1NC(=O)Nc1ccc(OC(F)(F)F)cc1	1	-3	-16	12	-28	-12	0	-2	6	4
CCOc1ccc(NC(=O)CCCCCN2C(=O)[C@@H]3Cc4ccccc4CN3C2=O)cc1	3	-29	-27	-4	-16	-45	x	0	-11	-2
Cn1ncc([N+](=O)[O-])c1C(=O)Nc1ccc2c(c1)OCCO2	3	x	-26	3	x	x	8	2	3	x
Cc1ccc(S(=O)(=O)NC(=O)c2cccc(C)c2)cc1	-1	0	-25	3	1	5	-5	0	-3	-8
COc1ccc(S(=O)(=O)Nc2cccc(NC(C)=O)c2)cc1	3	-2	-43	-2	11	-2	12	5	2	-1
Cc1cc(=O)cc(C)n1-c1ccccc1N	-3	-15	-51	2	3	-4	2	2	2	6
CCOCCCNC(=O)C1CCN(S(=O)(=O)N(CC(C)C)CC(C)C)CC1	x	x	4	-1	x	x	6	2	4	x

Filtered by structure: those above containing bromine
SMILES	GSK3beta inhib	HSF1 inhib	KLF5 inhibitor	GSK3A inh	aSyn UTR inh	HSF-1 act	DYRK1A inh	HSP90 inh	IEC-6 cytotox	Platelet DG rel
Brc1ccc(-c2csc(NNC3=NCCCCC3)n2)cc1	0	-5	-23	0	-10	-9	1	-2	-4	8
CCOc1ccc(Br)cc1S(=O)(=O)NC(=O)c1ccccc1	-1	0	15	-3	0	-8	-1	2	-4	-10
CS(=O)(=O)c1nc(-c2ccc(Br)cc2)n[nH]1	-22	3	-21	2	1	1	10	1	-2	-1
